Source: PubChem BioAssay
Runt-SMMHC FRET: inhibitors of RUNX1 Runt–CBFb-SMMHC binding, primary screen, biochemical, FRET, Cerulean-Runt, Venus-CBFb-SMMHC, uHTS. Cerulean-Runt/Venus-CBFb-SMMHC FRET ratio 530/480, 1 h. Runt-related transcription factor 1 (Homo sapiens) + Core-binding factor subunit beta …. inhibition, % at 20 µM. 220,000 compounds, 0.74% hits. AID 1434, 2008;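 active means mean inhibition across duplicate retests at 20 µM reaching about 50%, limit read from the data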;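 further: 0% = DMSO wells and 100% = wells with excess untagged CBFb-SMMHC; inhibitors lower the FRET ratio by blocking Runt binding to CBFb-SMMHC; some results filed as inactive read as strong as hits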
zVAD death inh: inhibitors of zVAD-triggered necroptosis, primary screen, L929 cells | 220,000 compounds, 0.38% hits | viability rescue, % at 10 µM | L929 zVAD necroptosis rescue, ATP luminescence, 24 h; with zVAD 60 µM | AID 1377, 2008;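 active means activation, scaled between plate controls, above about 75%, limit read from the data; inactive means activation under that limit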;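 further: 0% = zVAD with DMSO and 100% = DMSO alone without zVAD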
14-3-3 Bad PPI: inhibitors of 14-3-3 zeta/Bad binding, primary screen, biochemical, TR-FRET, bovine 14-3-3 zeta; 220,000 compounds, 0.71% hits; 14-3-3 protein zeta/delta (Bos taurus), P63103; AID 781, 2007; TR-FRET 14-3-3zeta/Dy647-pBad peptide displacement, 1 h; inhibition, % at 21.7 µM;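 active means inhibition above about 70%, limit read from the data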;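 further: 0% = full 14-3-3 plus peptide FRET controls and 100% = background without 14-3-3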
Target sequence (P63103 whole entry, looked up): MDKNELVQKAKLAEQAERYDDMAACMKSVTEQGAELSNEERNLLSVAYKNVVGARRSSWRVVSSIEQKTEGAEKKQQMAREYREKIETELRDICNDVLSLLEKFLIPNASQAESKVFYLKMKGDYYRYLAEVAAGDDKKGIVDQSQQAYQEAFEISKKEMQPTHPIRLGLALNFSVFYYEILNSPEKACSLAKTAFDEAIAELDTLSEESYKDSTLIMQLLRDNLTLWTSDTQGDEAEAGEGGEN
p47phox inh: p47phox/p22phox peptide binding inhibitors, primary screen, biochemical, uHTS, NADPH oxidase regulatory subunit. Neutrophil cytosol factor 1 (Homo sapiens), P14598. AID 1274, 2008. fluorescence polarization, 2 h. inhibition, % at 24.7 µM. 220,000 compounds, 0.53% hits;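 active means inhibition above about 30%, limit read from the data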;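 further: 0% = p47phox with labelled peptide and 100% = labelled peptide alone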
Tb hexokinase: Trypanosoma brucei hexokinase 1 inhibitors, primary screen, biochemical, G6PDH-coupled NADH absorbance, MLSCN library; AID 1430, 2008; hexokinase 1 [Trypanosoma brucei]; 220,000 compounds, 0.11% hits; inhibition, % at 10 µM; recombinant TbHK1, G6PDH-coupled NADH A340;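 active means inhibition of 50% or more in the single-dose primary screen; inactive means inhibition below 50%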
Runt-CBFb FRET: inhibitors of RUNX1 Runt–CBFb binding, primary screen, biochemical, FRET, Cerulean-Runt, Venus-CBFb, uHTS; Runt-related transcription factor 1 (Homo sapiens) + Core-binding factor subunit beta …; Cerulean-Runt/Venus-CBFb FRET ratio 530/480, 1 h; inhibition, % at 20 µM; 220,000 compounds, 0.46% hits; AID 1496, 2009;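 active means inhibition over about 50% at 20 µM in the single-dose screen, limit read from the data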;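 further: 0% = DMSO wells and 100% = excess unlabeled CBFb competitor control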
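Assay system: Cerulean-Runt domain / Medium: Tris 50 mM pH 7.5, KCl, K2SO4, 0.01% BSA / Timing: protein complex preformed 1 h, compound exposure 1 h, room temperature, dark / Measured by: FRET, excitation 422 nm, emission at 530 and 480 nm / Evaluation: loss of energy transfer signal / Control set: 5 µM unlabeled CBFb as full-inhibition high control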
MDM2 E3 inh: MDM2-luciferase reporter signal enhancers, primary screen, MDM2 E3 ligase inhibitor project, cell-based, luminescence, 1536-well; E3 ubiquitin-protein ligase Mdm2 (Homo sapiens), Q00987; cell-based MDM2 ubiquitination luciferase reporter, 2 h; 0 = plate control, 100 = twice control, blank-subtracted; signal enhancement, % at 5 µM; 210,000 compounds, 0.11% hits; AID 1230, 2008;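 active means signal enhancement of 30% or more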;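 further: luminescence tracks abundance of the self-degrading MDM2-luciferase fusion protein; higher signal means inhibition of MDM2 E3 ligase activity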
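Buffer or medium: Cells held in DMEM | Assay system: Stable mammalian line carrying autodegrading MDM2–luciferase fusion reporter | Quantity: 2000 cells/well | Times: 4 h settle plus 2 h compound, 37 °C | Doses: One concentration, 5 µM, with 0.2% DMSO | Technique: Luminescence with SteadyLite reagent, 15 min at room temperature | Benchmarks: Plate controls and plate blanks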
EBV gp42 inh: Epstein-Barr virus gp42 inhibitors, primary screen, biochemical, uHTS, fluorescence polarization. inhibition, % (tested at 21.74 µM). AID 1085, 2008. Fluorescence polarization binding assay, mP read-out. Glycoprotein 42 (Epstein-Barr virus (strain AG876)), Q1HVG2. 220,000 compounds, 0.42% hits; in the data active means inhibition above about 50%
Target sequence (Q1HVG2 whole entry, looked up): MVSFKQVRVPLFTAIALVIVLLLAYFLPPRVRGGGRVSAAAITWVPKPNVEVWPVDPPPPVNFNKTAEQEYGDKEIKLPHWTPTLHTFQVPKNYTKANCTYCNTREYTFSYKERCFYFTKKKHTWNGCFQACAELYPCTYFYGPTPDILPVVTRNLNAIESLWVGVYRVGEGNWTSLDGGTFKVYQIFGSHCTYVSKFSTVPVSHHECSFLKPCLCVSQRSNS
Hck-Nef inh: inhibitors of Nef-activated human Hck kinase, primary screen, biochemical, Z-Lyte FRET, 384-well, Hck-YEEI; Tyrosine-protein kinase HCK (Homo sapiens), P08631; Recombinant Hck-YEEI plus Nef, Z-Lyte FRET kinase assay; inhibition, % at 20 µM; 220,000 compounds, 0.68% hits; AID 463187, 2010;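 active means Hck-Nef kinase inhibition above about 50%, limit read from the data; inactive means inhibition below that limit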;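 further: 0% = DMSO with Hck plus Nef and 100% = Hck alone without Nef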
Target sequence (P08631 whole entry, looked up): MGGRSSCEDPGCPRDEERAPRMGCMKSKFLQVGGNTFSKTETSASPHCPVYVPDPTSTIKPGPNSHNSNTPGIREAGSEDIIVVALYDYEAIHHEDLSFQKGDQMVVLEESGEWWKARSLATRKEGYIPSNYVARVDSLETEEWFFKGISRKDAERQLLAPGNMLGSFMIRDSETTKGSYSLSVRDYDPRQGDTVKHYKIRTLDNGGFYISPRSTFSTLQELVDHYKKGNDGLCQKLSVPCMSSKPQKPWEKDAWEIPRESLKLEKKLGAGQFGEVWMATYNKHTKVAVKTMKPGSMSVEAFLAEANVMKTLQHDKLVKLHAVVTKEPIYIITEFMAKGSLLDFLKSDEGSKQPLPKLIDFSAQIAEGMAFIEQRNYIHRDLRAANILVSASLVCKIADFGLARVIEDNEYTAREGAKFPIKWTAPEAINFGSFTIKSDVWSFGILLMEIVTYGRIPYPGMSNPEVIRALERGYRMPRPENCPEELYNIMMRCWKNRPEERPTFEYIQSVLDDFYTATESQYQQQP
Numbers without * were called inactive.

`[O-]/C(=C(\C(=S)NCc1ccccc1)[n+]1ccccc1)c1ccc(Cl)s1` gave Runt-SMMHC FRET -1, zVAD death inh 0.2, 14-3-3 Bad PPI -12, p47phox inh -12, Tb hexokinase -14, Runt-CBFb FRET 9, MDM2 E3 inh 1, EBV gp42 inh -7 and Hck-Nef inh 26.
`CN(Cc1ccccc1)Cc1nc2c(c(=O)n(C)c(=O)n2C)n1Cc1ccccc1Cl` gave Runt-SMMHC FRET -2, zVAD death inh -0.4, 14-3-3 Bad PPI -11, p47phox inh -5, Tb hexokinase 1, Runt-CBFb FRET -3, MDM2 E3 inh -39, EBV gp42 inh -13 and Hck-Nef inh 0.
`CCOc1cc(/C=N/N=C(N)N)ccc1OCc1ccc(Cl)cc1` gave Runt-SMMHC FRET 11, zVAD death inh -2.4, 14-3-3 Bad PPI 61, p47phox inh 77*, Tb hexokinase -1, Runt-CBFb FRET -6, MDM2 E3 inh -5, EBV gp42 inh -4 and Hck-Nef inh 7.
For CC1(c2nnc(-c3ccccc3)o2)CC(c2cccc(Cl)c2)=NO1 (stereo not given) the results were Runt-SMMHC FRET 1, zVAD death inh 0.0, 14-3-3 Bad PPI -5, p47phox inh -5, Tb hexokinase -8, Runt-CBFb FRET 1, MDM2 E3 inh 13, EBV gp42 inh -8 and Hck-Nef inh 27.
Screening CCN(c1ccccc1)c1nc(C#N)nc(N(CC)c2ccccc2)n1 returned Runt-SMMHC FRET 2, zVAD death inh 0.1, 14-3-3 Bad PPI 0, p47phox inh -10, Tb hexokinase -5, Runt-CBFb FRET 2, EBV gp42 inh -16 and Hck-Nef inh 18.
For CN=c1scc(C)n1/N=C/c1ccc2c(c1)OCO2 the results were Runt-SMMHC FRET 1, zVAD death inh 0.6, 14-3-3 Bad PPI -1, p47phox inh -1, Tb hexokinase -25, Runt-CBFb FRET 0, MDM2 E3 inh -14, EBV gp42 inh -30 and Hck-Nef inh 4.
For O=[N+]([O-])c1ccccc1CNC1CCCCCC1 the results were Runt-SMMHC FRET 4, zVAD death inh -1.8, 14-3-3 Bad PPI 50, p47phox inh 0, Tb hexokinase -6, Runt-CBFb FRET 4, MDM2 E3 inh -23, EBV gp42 inh -17 and Hck-Nef inh 8.
Screening CCCCS(=O)(=O)c1sc2nc(C)cc(C)c2c1N returned Runt-SMMHC FRET 1, zVAD death inh 0.4, 14-3-3 Bad PPI -10, p47phox inh -8, Tb hexokinase -1, Runt-CBFb FRET 0, MDM2 E3 inh -13, EBV gp42 inh -9 and Hck-Nef inh 2.
`Cc1nc(-c2ccccn2)sc1C(=O)Nc1ccc(Cl)c(Cl)c1` gave Runt-SMMHC FRET 1, zVAD death inh 0.3, 14-3-3 Bad PPI -12, p47phox inh -22, Tb hexokinase -7, Runt-CBFb FRET -1, MDM2 E3 inh -9, EBV gp42 inh 0 and Hck-Nef inh 1.
Screening O=C1NC(=Nc2ccc(F)cc2)SC1Cc1ccc(F)cc1 (stereo not given) returned Runt-SMMHC FRET 2, zVAD death inh 0.8, 14-3-3 Bad PPI -1, p47phox inh 10, Tb hexokinase 2, Runt-CBFb FRET 0, MDM2 E3 inh -16, EBV gp42 inh -4 and Hck-Nef inh 13.
Screening COc1ccc(OC)c(Cc2nnc(CCC(=O)N3CCCCC3)o2)c1 returned Runt-SMMHC FRET 1, zVAD death inh 2.9, 14-3-3 Bad PPI -6, p47phox inh -2, Tb hexokinase 0, Runt-CBFb FRET 0, MDM2 E3 inh -12, EBV gp42 inh -3 and Hck-Nef inh 19.
Screening CCN(CC)CC(=O)N1CCCC(C(=O)c2ccccc2OC)C1 (stereo not given) returned Runt-SMMHC FRET -1, zVAD death inh -0.6, 14-3-3 Bad PPI -3, p47phox inh -5, Tb hexokinase 2, Runt-CBFb FRET -1, MDM2 E3 inh -2, EBV gp42 inh -11 and Hck-Nef inh 19.
COC(=O)c1c(F)c(F)c(NCCO)c(F)c1F was read as Runt-SMMHC FRET -6, zVAD death inh -0.7, 14-3-3 Bad PPI -4, p47phox inh -7, Tb hexokinase -4, Runt-CBFb FRET -3, MDM2 E3 inh -3, EBV gp42 inh -14 and Hck-Nef inh -1.
`CC1CC(=O)Nc2ccccc2N1S(=O)(=O)c1ccc(Br)cc1` (stereo not given) gave Runt-SMMHC FRET 4, zVAD death inh -0.1, p47phox inh 5, Tb hexokinase 1, Runt-CBFb FRET -1, MDM2 E3 inh -17, EBV gp42 inh 7 and Hck-Nef inh 1.
`O=C(NCCCN1CCOCC1)c1sc2cc([N+](=O)[O-])ccc2c1Cl` gave Runt-SMMHC FRET 39, zVAD death inh 4.7, 14-3-3 Bad PPI 7, p47phox inh -1, Tb hexokinase -6, Runt-CBFb FRET 50*, MDM2 E3 inh -5, EBV gp42 inh -19 and Hck-Nef inh -84.

Brought forward from above: 2 entries, followed by the next part.
`CC1CC(=O)Nc2ccccc2N1S(=O)(=O)c1ccc(Br)cc1` (stereo not given) gave Runt-SMMHC FRET 4, zVAD death inh -0.1, p47phox inh 5, Tb hexokinase 1, Runt-CBFb FRET -1, MDM2 E3 inh -17, EBV gp42 inh 7 and Hck-Nef inh 1.
`O=C(NCCCN1CCOCC1)c1sc2cc([N+](=O)[O-])ccc2c1Cl` gave Runt-SMMHC FRET 39, zVAD death inh 4.7, 14-3-3 Bad PPI 7, p47phox inh -1, Tb hexokinase -6, Runt-CBFb FRET 50*, MDM2 E3 inh -5, EBV gp42 inh -19 and Hck-Nef inh -84.
`Cc1c(/C=N/NC(=O)c2cccs2)c2ccccc2n1Cc1ccccc1Cl` gave Runt-SMMHC FRET 16, zVAD death inh 1.9, 14-3-3 Bad PPI 4, p47phox inh -22, Tb hexokinase -13, Runt-CBFb FRET -1, EBV gp42 inh -30 and Hck-Nef inh 18.
Screening CCOC(=O)CSc1nc2ccccc2c(=O)n1CC(C)C returned Runt-SMMHC FRET -2, zVAD death inh -0.5, 14-3-3 Bad PPI 1, Tb hexokinase 0, Runt-CBFb FRET 0, MDM2 E3 inh -15, EBV gp42 inh -6 and Hck-Nef inh -5.
`O=P(O)(CCc1ccccn1)CN1CCOCC1` gave Runt-SMMHC FRET -4, zVAD death inh 1.6, Tb hexokinase 1, Runt-CBFb FRET 0 and Hck-Nef inh 5.
CC1Cc2cc(/C(O)=C3/C(=O)C(=O)N(Cc4ccco4)C3c3cccs3)ccc2O1 (stereo not given) was read as Runt-SMMHC FRET 12, zVAD death inh 0.4, 14-3-3 Bad PPI 26, p47phox inh 2, Tb hexokinase -14, Runt-CBFb FRET 10, MDM2 E3 inh -18, EBV gp42 inh -17 and Hck-Nef inh 1.
Screening CCN1CCN(C(c2nnnn2Cc2ccc3c(c2)OCO3)C(C)C)CC1 (stereo not given) returned Runt-SMMHC FRET -6, zVAD death inh -1.3, 14-3-3 Bad PPI 17, p47phox inh -3, Tb hexokinase 6, Runt-CBFb FRET 1, MDM2 E3 inh -2, EBV gp42 inh -18 and Hck-Nef inh -3.
For COc1ccc2[nH]c(O)c(N=NC(=O)Cc3cccs3)c2c1 the results were Runt-SMMHC FRET -2, zVAD death inh 0.6, 14-3-3 Bad PPI 19, p47phox inh -12, Tb hexokinase -36, Runt-CBFb FRET -3, EBV gp42 inh 11 and Hck-Nef inh 51*.
Cc1ccc2nc(NC(=O)C3CCCN(S(=O)(=O)c4cccc5nsnc45)C3)sc2c1 (stereo not given) was read as Runt-SMMHC FRET -5, zVAD death inh 0.8, 14-3-3 Bad PPI -14, p47phox inh -53, Tb hexokinase -7, Runt-CBFb FRET -2, EBV gp42 inh -48 and Hck-Nef inh 0.
CCNC(=S)Nc1cc(Cl)ccc1Oc1ccccc1 was read as Runt-SMMHC FRET 6, zVAD death inh -1.0, 14-3-3 Bad PPI -10, p47phox inh -5, Tb hexokinase 36, Runt-CBFb FRET 0, MDM2 E3 inh 0, EBV gp42 inh 0 and Hck-Nef inh 4.
Screening O=c1cc(Cn2nnc(-c3ccc(Cl)cc3)n2)nc2sccn12 returned Runt-SMMHC FRET 0, zVAD death inh -0.4, 14-3-3 Bad PPI -4, p47phox inh -21, Tb hexokinase -7, Runt-CBFb FRET -3, MDM2 E3 inh 2, EBV gp42 inh -4 and Hck-Nef inh 3.
CCn1c(COc2ccc(OC)cc2)nnc1SCC(=O)Nc1cc(OC)ccc1OC was read as Runt-SMMHC FRET -2, zVAD death inh -0.2, 14-3-3 Bad PPI -4, p47phox inh -13, Tb hexokinase 0, Runt-CBFb FRET -1, MDM2 E3 inh 27, EBV gp42 inh -4 and Hck-Nef inh 0.
For O=C(NCCCCNC(=O)C(F)(F)F)C(F)(F)F the results were Runt-SMMHC FRET 1, zVAD death inh 0.2, 14-3-3 Bad PPI -13, p47phox inh -4, Tb hexokinase -4, Runt-CBFb FRET -1, MDM2 E3 inh -3, EBV gp42 inh 4 and Hck-Nef inh -2.
`CN(C1CCCCC1)S(=O)(=O)c1ccc(NC(=O)c2ccco2)cc1` gave Runt-SMMHC FRET -1, zVAD death inh -0.1, 14-3-3 Bad PPI -6, p47phox inh -22, Tb hexokinase 7, Runt-CBFb FRET -1, MDM2 E3 inh -5, EBV gp42 inh -19 and Hck-Nef inh 0.
Screening CCCc1nnc(NC(=O)CN2C(=O)c3ccccc3C2=O)s1 returned Runt-SMMHC FRET -8, zVAD death inh -0.5, 14-3-3 Bad PPI -8, p47phox inh -5, Tb hexokinase -5, Runt-CBFb FRET 3, MDM2 E3 inh -11, EBV gp42 inh -9 and Hck-Nef inh 2.
For COc1ccc(Nc2nc(NCC3CCCO3)nc(N)c2[N+](=O)[O-])cc1 (stereo not given) the results were Runt-SMMHC FRET -152, zVAD death inh 0.1, 14-3-3 Bad PPI -1, p47phox inh -3, Tb hexokinase -43, Runt-CBFb FRET 2, MDM2 E3 inh -14, EBV gp42 inh -6 and Hck-Nef inh 10.
Clc1ccc(-n2nnnc2CN2CCOCC2)cc1Cl was read as Runt-SMMHC FRET -3, zVAD death inh -0.2, 14-3-3 Bad PPI -8, p47phox inh 2, Tb hexokinase 1, Runt-CBFb FRET -7, MDM2 E3 inh 0, EBV gp42 inh 14 and Hck-Nef inh -4.
